# yeast rad50 – NCI yeast anticancer drug screen, S. cerevisiae rad50 strain. % growth inhibition at 50 µM. hit rate 10% among 79,000;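 note: 0% = growth of vehicle-only cultures of the same strain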
#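 Growth of the mutant yeast was measured after compound exposure and referenced to vehicle-treated cultures.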
# yeast mec2-1 – NCI yeast anticancer drug screen, S. cerevisiae mec2-1 strain; % growth inhibition at 50 µM; hit rate 9% among 79,000;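 note: 0% = growth of vehicle-only cultures of the same strain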
#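 Mutant yeast (mec2-1) grown with compound; growth inhibition relative to vehicle control reported.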
# cln2 rad14 – NCI yeast anticancer drug screen, S. cerevisiae cln2 rad14 strain | growth inhibition, % at 50 µM | hit rate 8.3% among 78,000;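 note: 0% = growth of vehicle-only cultures of the same strain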
#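 Yeast strain cln2 rad14, bearing defects in cell cycle control and DNA repair, serves as the test system; values reflect growth inhibition compared with vehicle.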
# yeast sgs1 mgt1 – NCI yeast anticancer drug screen, S. cerevisiae sgs1 mgt1 strain; growth inhibition, % at 50 µM; hit rate 10% among 78,000; AID 161;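 note: 0% = growth of vehicle-only cultures of the same strain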
#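 Read-out: growth inhibition vs vehicle controls. Cells: mutant yeast strain deficient in DNA damage repair.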
# yeast bub3 – NCI yeast anticancer drug screen, S. cerevisiae bub3 mutant strain; growth inhibition, % at 50 µM; hit rate 9.9% among 78,000;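 note: 0% = growth of vehicle-only cultures of the same strain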
#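 Screening used yeast with an engineered genetic alteration affecting cell cycle control. Compound-exposed cultures were compared with vehicle cultures, and reduced growth was taken as inhibition.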
# mlh1 rad18 – NCI yeast anticancer drug screen, S. cerevisiae mlh1 rad18 strain. growth inhibition, % at 50 µM. hit rate 11% among 79,000;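 note: 0% = growth of vehicle-only cultures of the same strain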
#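 Growth inhibition of the yeast strain was measured after compound exposure and expressed relative to vehicle-treated controls. The strain carries defined defects in DNA damage repair.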
# * marks the source's active call; other numbers are inactive results; . = no result given; & = joins results of further samples. Cut-off read from the data, not from the text of the source: active = growth inhibition above about 70%; inactive = the rest.
SMILES,yeast rad50,yeast mec2-1,cln2 rad14,yeast sgs1 mgt1,yeast bub3,mlh1 rad18
CCCC(O)c1ccc2[nH]c3c(C)cc([N+](=O)[O-])c(C)c3c2c1 (stereo not given),-31,-30,1,-62,-38,-44
NCCCNC(=O)c1csc(NC(=O)c2csc(NC(=O)CCCN)n2)n1,-3,-22,3,-17,-14,-1
C=CCCCCCCCCCCCCCCCC,-24,-49,-13,-23,-28,-9
CCOC(=O)c1ccc[n+](CC(=O)c2ccc(F)cc2)c1,0,-9,0,-7,13,5
Cc1coc2c1CC1OC1(C)CCC1OC1(C)C2 (stereo not given),13,-29,6,7,-13,-67
O=C(c1ccc(S(=O)(=O)c2ccccc2)cc1)c1ccc(S(=O)(=O)c2ccccc2)cc1,15,-7,11,12,3,14
CCC/C=C(/C(C)=O)C(=O)OCC,19,-5,0,-7,-20,-7
Oc1cc(CN2CCOCCOCCOCCOCC2)c(O)cc1CN1CCOCCOCCOCCOCC1,8,-12,-49,9,-8,-14
CC1=NCC23CC(=O)C4C(CCC5(C)CC(O)CCC45C)C2CCC13 (stereo not given),1,-1,-37,8,20,2
Cc1ccc(N=NC2S/C(=C(\C#N)c3nc4ccccc4[nH]3)N(c3ccccc3)C2=O)cc1 (stereo not given),-8,-18,40,-16,16,-14
CCCC/C=C(/CCCNCCc1ccccc1)[Si](C)(C)C,90*,93*,92*,93*,92*,91*
CC/C(=C(/CC)c1ccc([O-])cc1)c1ccc([O-])cc1.CC/C(=C(\CC)c1ccc([O-])cc1)c1ccc([O-])cc1.O=C([CH-]C(=O)c1ccccc1)c1ccccc1.O=C([CH-]C(=O)c1ccccc1)c1ccccc1.O=C([CH-]C(=O)c1ccccc1)c1ccccc1.O=C([CH-]C(=O)c1ccccc1)c1ccccc1.[Ti+4].[Ti+4],77*,84*,80*,84*,61,80*
CCCCCCCCCCCCS(=O)(=O)O (tested in a mixture with another compound),-5,-6,-12,-9,-22,-13
Nc1ccc(Cc2ccc(Br)cc2)cc1,99*,99*,99*,99*,99*,99*
CSCSCC(CO)NC(=O)/C(C)=C\c1c(C)[nH]c(=O)[nH]c1=O (stereo not given),-3,-2,-7,-2,8,-13
CC(=O)C(C=O)C(C)=O.CC(=O)CC(C)=O.CC(=O)CC(C)=O.[Ru],37,98*,36,50,-1,53
O=[N+]([O-])c1ccc(CSc2ncnc3c2ncn3C2OC(CO)C(O)C2O)cc1 (stereo not given),11,23,-7,10,-4,-17
CC(C)(C)c1ccc(-n2c3nc(=O)n(-c4ccccc4CO)c(=O)c-3cc3ccccc32)cc1,-10,-13,-12,-10,-1,5
C=C(CS(=O)(=O)c1ccccc1)[P+](c1ccccc1)(c1ccccc1)c1ccccc1,29,38,28,34,2,68
CC(/C=C/c1ccc(Cl)c(Cl)c1)=N\NC(N)=S,61,54,77*,83*,64,80*
CN(C)CC(CO)(CN(C)C)CN(C)C,-18,-14,-18,-9,-10,-5
O=C(Nc1ccc(C(F)(F)F)cc1)NC(F)(F)F,-61,-7,-17,-38,-4,-46
COC(=O)C1=NC(=S)NC(c2ccccc2)C1c1nc2ccccc2s1 (stereo not given),16,-26,20,-10,-6,5
CC(=O)N1CCC23c4ccccc4N(C)C2CC(=O)CC13 (stereo not given),-16,-20,0,-8,-20,-14
C=CCOC(=O)C1CC=CCC1C(=O)OCC=C (stereo not given),-18,-27,-15,-18,-4,-10
Cc1ccc(-c2c(N)[n+]([O-])c3ccccc3[n+]2[O-])cc1,99*,99*,98*,99*,99*,99*
COc1ccc(/C=N/NC(=O)C(=O)Nc2ccc(Cl)c([N+](=O)[O-])c2)cc1OC,2,-21,3,-1,-4,-6
COc1cc2c(cc1OC)-c1cc3ccccc3c(=O)n1CCC2,-6,12,-1,32,-6,8
NC(=S)N/N=C/c1ccccc1S(=O)(=O)O,2,-13,-16,-10,0,-5
CNS(=O)(=O)c1ccc2c(c1)[nH]c(=S)n2C,-30,-38,.,.,.,-26
COC(=O)C(c1ccccc1)C(Cl)(Cl)Cl (stereo not given),0,5,-99,9,-3,27
Cc1ccc2nc(CN(CCO)CCO)cc(=O)n2c1,34,5,4,41,27,28
NC(=Nc1ccc(S(=O)(=O)Nc2cnccn2)cc1)/N=C(/N)Nc1ccc(Br)cc1,4,4,-5,16,-6,27
Cc1ccc(C(=O)Oc2ccccc2)cc1N=NN(C)C,-21,-49,26,-57,-30,-24
NNc1cc([N+](=O)[O-])ccc1Cl,89*,91*,68,91*,95*,98*
NCC(=O)N[C@H]1c2ccsc2/C(=N/O)[C@H]1O,3,6,11,4,-10,33
COc1ccc(C2c3cc4c(c(OC)c3CC3OCC(=O)C32)OCO4)cc1OC (stereo not given),4,-16,13,23,1,-4
c1ccc(C(N2CCNCC2)N2CCNCC2)cc1,-2,8,-4,10,-9,17
CC1=CC=NN2C(=O)[C@H](C)C2C1 (stereo not given in full),6,1,10,0,-9,10
O=c1[nH][nH]c(=O)n2c1cc1oc(-c3ccccc3)cc12,0,2,-16,18,23,23
CCC(CC)OCc1ccccc1,12,9,6,7,1,1
CN(C)[C@@H]1C(=O)C(C(=O)NCNC2CC(C)(C)N(O)C(C)(C)C2)=C(O)C2(O)C(=O)C3=C(O)c4c(O)cccc4[C@@](C)(O)C3CC12 (stereo not given in full),-1,31,-37,3,-22,25
O=C(CI)NCC(O)CNC(=O)CI,17,14,28,18,9,36
CC(O)(c1ccccc1)C1CC1c1ccccc1 (stereo not given),30,-4,-17,21,-12,6
CC(Cc1cccc2ccccc12)C(C)(C(=O)O)C(=O)O (stereo not given),-2,7,-40,20,2,-2

# Random excerpt: seven entries already listed, in no set order.
SMILES,yeast rad50,yeast mec2-1,cln2 rad14,yeast sgs1 mgt1,yeast bub3,mlh1 rad18
O=C(CI)NCC(O)CNC(=O)CI,17,14,28,18,9,36
COC(=O)C(c1ccccc1)C(Cl)(Cl)Cl (stereo not given),0,5,-99,9,-3,27
c1ccc(C(N2CCNCC2)N2CCNCC2)cc1,-2,8,-4,10,-9,17
Cc1ccc2nc(CN(CCO)CCO)cc(=O)n2c1,34,5,4,41,27,28
CCC(CC)OCc1ccccc1,12,9,6,7,1,1
NCC(=O)N[C@H]1c2ccsc2/C(=N/O)[C@H]1O,3,6,11,4,-10,33
CC1=CC=NN2C(=O)[C@H](C)C2C1 (stereo not given in full),6,1,10,0,-9,10

# Additional results follow:
SMILES,yeast rad50,yeast mec2-1,cln2 rad14,yeast sgs1 mgt1,yeast bub3,mlh1 rad18
Cc1cccc(C)c1NC(=S)NC=C(C(N)=O)C(N)=O,-26,-24,3,13,-14,11
Cc1nc(NCCNCCO)nc2c1C(=O)Nc1ccccc1N2,-44,-51,-5,-8,-4,-39
O=C1CC(c2ccccc2)NCN1 (stereo not given),4,1,2,7,-2,8
Cc1cccc(Cl)c1NC(=O)Nc1ccc(C#N)cc1,15,-11,5,18,-3,-1
CCN(CC)CCOc1ccccc1C(C)C,15,8,20,17,4,25
CCOc1ccc(N=Cc2cc(Br)ccc2O)cc1,3,1,0,2,1,-13
COc1ccc2c(c1OC)C(O)N1CCc3cc4c(cc3C1=C2C(=O)c1ccccc1)OCO4 (stereo not given),7,14,-5,0,28,23
Cc1cccc(NC(=O)Nc2cccc(C)c2)c1,-4,-3,-26,-2,-22,-18
O=NN(CCCl)C(=O)/N=N/C(=O)N(CCCl)N=O,6,-39,15,-20,-4,20
CCOC(=O)c1c[nH]c(C(=O)OCC)c1C,14,7,-60,4,-4,14
OC(Cc1ccc(Br)cc1)CN1CCC(c2ccccc2)CC1 (stereo not given),84*,74*,79*,83*,88*,79*
COc1ccc(CCN2C(=O)c3cccc4c(Br)ccc(c34)C2=O)cc1,24,1,14,19,45,36
CCn1c(=S)[nH]c2scc(-c3ccccc3)c2c1=O,14,-3,9,17,-13,27
C=C(C)c1ccc(B2Nc3ccccc3N2)cc1,54,30,19,46,41,59
CCOC(=O)C(Cc1ccc(Oc2nc3ccccc3o2)cc1)NC(C)=O (stereo not given),-35,7,-4,10,-4,-3
CCn1c2ccccc2c2cc(N=Nc3ccc4c(c3)c3ccccc3n4CC)ccc21,44,15,41,20,45,36
O=c1[nH]cnc2nc(-c3cccc([N+](=O)[O-])c3)[nH]c12,-1,31,-14,13,5,25
O=C(Cc1nc2ccc(Cl)cc2[nH]c1=O)c1ccncc1,-3,-12,8,-4,-24,21
Nc1nc2ncn(C3OC(CO)C(O)C3O)c2c(=O)[nH]1 (stereo not given),-11,-5,-4,-10,-21,-18
CC(C)CN(CC(C)C)C(=O)c1ccc(Cl)c(Cl)c1,95*,98*,93*,96*,83*,98*
NC=O,-9,11,-1,7,0,-12
CCc1ccc2c(OC(C)=O)c3ccccc3c(OC(C)=O)c2c1,36,41,18,33,46,75*
COCn1cnc2c(=O)n(-c3ccc(OC)cc3)c(=S)n(-c3ccc(OC)cc3)c21,21,-14,-3,-29,-21,-53
CN1C(=O)N/C(=C\c2ccc(S(=O)(=O)N/N=C\C(O)C(O)C(O)CO)cc2)C1=O (stereo not given),-25,-15,4,-23,-39,-35
O=[N+]([O-])c1ccc2nc(-c3ccccc3)nn2c1,-1,25,-26,0,-12,-6
C/C(CC1(O)C(=O)Nc2ccccc21)=N\O (stereo not given),-35&-2,-46&-8,9,-31,-16,-10&7
C=C1C(=O)OC2C1C(OC(=O)/C(C)=C\C)CC1(CO1)C1C(O)C=C(C)C21O (stereo not given),3,-11,9,-1,-14,-13
CC(C)(O)C(=O)O,-19&-6,-1&6,-33&2,-11&-8,-4&7,-5&7
CC1NC(=O)CC(c2ccccc2)N(N=O)C1c1ccccc1 (stereo not given),-54,-3,-7,-4,-9,9
COc1cc(C)c(OC)c(CC=C(C)CC(=O)C[C@@]2(C)CCC[C@@]2(C)C(=O)CCC(C)(C)O)c1 (mixture of isomers),-10,-20,-9,3,-7,1

# In the list so far, 2 contain a thiophene ring, fused or not:
SMILES,yeast rad50,yeast mec2-1,cln2 rad14,yeast sgs1 mgt1,yeast bub3,mlh1 rad18
NCC(=O)N[C@H]1c2ccsc2/C(=N/O)[C@H]1O,3,6,11,4,-10,33
CCn1c(=S)[nH]c2scc(-c3ccccc3)c2c1=O,14,-3,9,17,-13,27

# More records
SMILES,yeast rad50,yeast mec2-1,cln2 rad14,yeast sgs1 mgt1,yeast bub3,mlh1 rad18
Cn1c(=O)cc[nH]c1=O,5,4,-1,5,99*,14
Cn1c(=O)ccc2c1nc1ccccc1[n+]2[O-],-6,5,-31,-7,5,-12
CC(O)CC(O)CC1CCCO1 (stereo not given),39,36,33,25,83*,41
Brc1ccc(-c2ccc(-c3ccc(Br)cc3)s2)cc1,30,14,20,36,-2,4
CCOC(CN1CCCC1)OCC,8,12,22,18,15,8
CN1CC(=O)N(C(=O)c2ccccc2)C1=N,-7,-17,-18,-6,-2,10
CC(O)CN1CCCCCC1 (stereo not given),1,-21,15,3,12,8
Cc1ccc(NCCNCCO)c2c(=O)c3cc(O)ccc3sc12,81*,72*,89*,89*,89*,82*
CCOC(=O)C(CC)N1C(=O)c2ccccc2S1(=O)=O (stereo not given),-16,-10,48,-12,34,-13
CC(=O)N(C)c1ccc(NC(=O)Cc2ccccc2)cc1,13,23,10,24,35,-2
CCC1(c2ccccc2)Nc2ccccc2C1=Nc1ccccc1 (stereo not given),20,16,10,20,12,27
O=S(=O)(Cc1ccccc1)/C(=C\c1ccccc1)c1ccccc1,-7,11,0,2,7,6
CCOC(=O)CCCCCSc1n[nH]c(=O)[nH]c1=O,-8,-11,6,-22,6,-4
Brc1ccc(C=NC23CC4CC(CC(C4)C2)C3)cc1,12,-9,-36,4,-12,-12
Cc1[nH]c2ccccc2c1C=O,-2,-6,-14,4,-21,-42

# Compounds listed so far with an aryl thioether with sulfur outside any ring, in the order listed:
SMILES,yeast rad50,yeast mec2-1,cln2 rad14,yeast sgs1 mgt1,yeast bub3,mlh1 rad18
O=[N+]([O-])c1ccc(CSc2ncnc3c2ncn3C2OC(CO)C(O)C2O)cc1 (stereo not given),11,23,-7,10,-4,-17
CCOC(=O)CCCCCSc1n[nH]c(=O)[nH]c1=O,-8,-11,6,-22,6,-4

# The results go on.
SMILES,yeast rad50,yeast mec2-1,cln2 rad14,yeast sgs1 mgt1,yeast bub3,mlh1 rad18
O=C(c1ccccc1)c1ccc(-c2ccc(O)cc2)cc1,38,24,-44,25,57,-8
[N-]=[N+]=Nc1ccccc1Oc1ccccc1,10,-18,18,5,-17,10
O=c1c[n+](-c2ccccc2)[nH]o1,41,-12,6,22,8,28
COS(=O)c1cc(Cl)cc(Cl)c1OC(=O)CSSCC(=O)Oc1c(Cl)cc(Cl)cc1S(=O)OC (stereo not given),99*,99*,99*,99*,99*,99*
CN(C)/N=C(/CC(O)(C(F)(F)F)C(F)(F)F)c1ccc([N+](=O)[O-])cc1,-5,-9,-19,36,-13,-16
COC(=O)C12OCC34C(CC5C(C)C6=CC(=O)OC6=CC5(C)C3C(O)C1O)OC(=O)C(O)C24 (stereo not given),90*,91*,88*,91*,89*,81*

# Screening results (PubChem BioAssay)
